APJ antag: antagonists of human apelin receptor APJ, primary screen, CHO-K1 cells, beta-arrestin complementation, luminescence; AID 2521, 2010; inhibition, % at 20 µM; actives 0.32% (n = 330,000); P35414;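 active means inhibition above about 40% at 20 µM, limit read from the data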;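 further: cells challenged with 10 nM apelin-13 agonist together with compound; plate controls were apelin-13 plus DMSO wells for no effect and DMSO wells lacking apelin-13 for full effect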
Target sequence (P35414 whole entry, looked up): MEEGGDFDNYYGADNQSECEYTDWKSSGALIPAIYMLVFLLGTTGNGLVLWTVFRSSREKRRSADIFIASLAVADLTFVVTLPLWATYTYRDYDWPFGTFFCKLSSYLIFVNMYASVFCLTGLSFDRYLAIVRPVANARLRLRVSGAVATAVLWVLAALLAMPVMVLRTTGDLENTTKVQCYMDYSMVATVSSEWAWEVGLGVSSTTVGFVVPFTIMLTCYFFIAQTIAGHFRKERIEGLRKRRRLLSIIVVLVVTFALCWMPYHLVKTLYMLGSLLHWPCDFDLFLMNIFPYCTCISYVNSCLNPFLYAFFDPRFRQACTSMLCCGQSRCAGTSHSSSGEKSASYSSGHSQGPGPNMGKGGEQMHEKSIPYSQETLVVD
ATG4B inh: ATG4B protease inhibitors, primary screen, biochemical, fluorescence, uHTS; Cysteine protease ATG4B (Homo sapiens), Q9Y4P1; inhibition, % at 8.33 µM; actives 0.51% (n = 340,000); ATG4B cleavage of LC3-PLA2, NBD-HPC fluorescence, 1 h; in the data active means inhibition above about 40%
Target sequence (Q9Y4P1 whole entry, looked up): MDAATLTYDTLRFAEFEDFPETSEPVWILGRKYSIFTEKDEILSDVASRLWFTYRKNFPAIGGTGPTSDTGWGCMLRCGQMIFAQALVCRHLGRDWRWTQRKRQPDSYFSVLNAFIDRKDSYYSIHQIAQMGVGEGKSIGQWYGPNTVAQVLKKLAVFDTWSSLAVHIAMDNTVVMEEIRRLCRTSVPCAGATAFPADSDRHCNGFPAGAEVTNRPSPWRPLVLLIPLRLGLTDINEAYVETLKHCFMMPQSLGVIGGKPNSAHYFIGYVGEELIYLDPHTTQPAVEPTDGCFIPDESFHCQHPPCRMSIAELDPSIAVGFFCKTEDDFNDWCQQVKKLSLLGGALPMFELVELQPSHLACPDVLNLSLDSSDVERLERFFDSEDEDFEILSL
APJ ag: agonists of human apelin receptor APJ, primary screen, CHO-K1 cells, PathHunter beta-arrestin, luminescence | actives 0.11% (n = 330,000) | P35414 | 0% DMSO wells, 100% apelin | activation, % at 20 µM;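 active means activation more than six SD over the plate average, tested at 20 µM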;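 further: 0% = DMSO alone and 100% = apelin-13 at 10 nM; some results filed as inactive read as strong as hits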
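Assay system: CHO-K1 cells stably expressing ProLink-tagged human APJ and arrestin–beta-gal acceptor. Compound dosing: 20 µM single point, 1% DMSO. Times: 16-18 h seeding, 90 min dark compound exposure, 60 min detection. Detection: beta-gal luminescence. Evaluation: APJ–arrestin association signal. Controls: negative DMSO alone, positive Apelin-13 at 10 nM.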
UBC13 polyUb: UBC13 polyubiquitin chain formation inhibitors, primary screen, biochemical, TR-FRET, uHTS | Ubiquitin-conjugating enzyme E2 N (Homo sapiens), P61088 | actives 0.47% (n = 330,000) | inhibition, % at 20 µM; in the data active means inhibition above about 45%, passing the limit was not always enough
Target sequence (P61088 whole entry, looked up): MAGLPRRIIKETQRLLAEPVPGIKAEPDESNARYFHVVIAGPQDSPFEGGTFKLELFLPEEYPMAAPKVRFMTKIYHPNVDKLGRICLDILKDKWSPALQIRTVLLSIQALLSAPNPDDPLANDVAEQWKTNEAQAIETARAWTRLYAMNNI
Gli-Sufu antag: Gli-Sufu pathway antagonists, primary screen, luciferase luminescence, Sufu-KO-LIGHT cells, uHTS; Sufu-KO-LIGHT fibroblasts, Gli luciferase reporter luminescence; inhibition, % at 5 µM; actives 0.74% (n = 340,000); AID 588413, 2011;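 active means inhibition above about 55%, limit read from the data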;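 further: 0% = DMSO-treated cells and 100% = wells with medium but no cells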
CCR6 antagonist: CCR6 receptor antagonists, primary screen, cell-based, CHO-K1, luminescence, beta-arrestin, uHTS; C-C chemokine receptor type 6 (Homo sapiens), P51684; CHO-K1 CCR6 PathHunter beta-arrestin, CCL20-stimulated; inhibition, % at 20 µM; actives 0.49% (n = 340,000); AID 493098, 2011;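 active means compounds whose inhibition of the agonist-driven luminescence signal at 20 µM reaches about 50%, limit read from the data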;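 further: cells stimulated with CCL20 at 14 nM final; plate controls were DMSO with CCL20 for no effect and DMSO without agonist for full effect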
EBI2 block: EBI2 receptor antagonists, beta-arrestin recruitment, primary screen, cell-based, luminescence, 7a,25-OHC stimulation, uHTS; actives 0.81% (n = 360,000); 7a,25-OHC stimulated; AID 651636, 2012; inhibition, % at 5 µM; in the data active means inhibition above about 38%;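 further: enzyme fragment complementation signal reports receptor beta-arrestin coupling in cells; 0% = agonist plus DMSO wells and 100% = wells without agonist; some results beyond the cut were filed as inactive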
CXCR6 inh: CXCR6 receptor inhibitors, primary screen, cell-based, beta-arrestin, luminescence, CHO-K1 PathHunter, 1536-well; actives 0.36% (n = 360,000); inhibition, % at 20 µM; AID 602244, 2012; in the data active means inhibition above about 34%, passing the limit was not always enough;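 further: antagonist mode with CXCL16 agonist at 10 nM final; 0% = 10 nM CXCL16 with DMSO and 100% = unstimulated wells without agonist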
An asterisk follows results filed as active.

Results for COc1ccc(C(=O)Nc2ccc(N3CCCCC3)cc2)cc1Br ?
APJ antag: -1; ATG4B inh: 16; APJ ag: 0; UBC13 polyUb: 10; Gli-Sufu antag: -36; CCR6 antagonist: 8; EBI2 block: -1; CXCR6 inh: 2

Results for Cc1nc2ccccc2n1C1CCN(CC(=O)Nc2ccccc2Br)CC1 ?
APJ antag: 3; ATG4B inh: -22; APJ ag: 4; UBC13 polyUb: 58*; Gli-Sufu antag: 18; CCR6 antagonist: -1; EBI2 block: 5; CXCR6 inh: -8

What do the screens show for `O=C(COC(=O)c1ccc(O)cc1)Nc1cc(C(F)(F)F)ccc1Cl`?
APJ antag: -15; ATG4B inh: -9; APJ ag: -2; UBC13 polyUb: -9; Gli-Sufu antag: -7; CCR6 antagonist: 2; EBI2 block: -2; CXCR6 inh: -19

What do the screens show for `O=C(NCCCN1CCOCC1)C(=O)NCC1CCCO1` (configuration not stated)?
APJ antag: -2; ATG4B inh: -1; APJ ag: 0; UBC13 polyUb: -16; Gli-Sufu antag: 3; CCR6 antagonist: 11; EBI2 block: -7; CXCR6 inh: -1

What do the screens show for `COCCn1c(=NC(=O)/C=C/c2ccccc2Cl)sc2cc(NC(C)=O)ccc21`?
APJ antag: 4; ATG4B inh: -1; APJ ag: -2; UBC13 polyUb: -5; Gli-Sufu antag: 6; CCR6 antagonist: 7; EBI2 block: -12; CXCR6 inh: 6

How did COc1ccc(C(=O)NCCCc2nc3ccccc3n2Cc2ccccc2C)cc1OC do in these assays?
APJ antag: 23; ATG4B inh: -11; APJ ag: 0; UBC13 polyUb: 4; Gli-Sufu antag: 7; CCR6 antagonist: 15; EBI2 block: 19; CXCR6 inh: -2

How did CCn1c(SCC(=O)NCc2ccco2)nnc1-c1c[nH]c2ccccc12 do in these assays?
APJ antag: 0; ATG4B inh: -2; APJ ag: -3; UBC13 polyUb: 14; Gli-Sufu antag: 8; CCR6 antagonist: -2; EBI2 block: 2; CXCR6 inh: -1

Results for Oc1ccc(CCNc2c3ccccc3nc3ccccc23)cc1O ?
APJ antag: -5; ATG4B inh: -3; APJ ag: 0; UBC13 polyUb: 0; Gli-Sufu antag: 23; CCR6 antagonist: 19; EBI2 block: -1; CXCR6 inh: 5

What do the screens show for `CCn1ncc(CN2CCN(Cc3cccc(OC)c3)C(CCO)C2)c1C` (configuration not stated)?
APJ antag: 12; ATG4B inh: 2; APJ ag: -2; UBC13 polyUb: 0; Gli-Sufu antag: -5; CCR6 antagonist: 5; EBI2 block: -13; CXCR6 inh: 0

How did COC(=O)[C@@]12CCCCN1[C@H](c1ccc(-c3ccc(OC)cc3)cc1)[C@@H]1C(=O)N(C)C(=O)[C@@H]12 do in these assays?
APJ antag: 5; ATG4B inh: -11; APJ ag: 2; UBC13 polyUb: 8; Gli-Sufu antag: 10; CCR6 antagonist: 2; EBI2 block: 10; CXCR6 inh: 5

Results for COc1ccc(C(=O)COC(=O)C2COc3ccccc3O2)cc1F (configuration not stated) ?
APJ antag: -1; ATG4B inh: 5; APJ ag: 4; UBC13 polyUb: -13; Gli-Sufu antag: -1; CCR6 antagonist: 0; EBI2 block: -2; CXCR6 inh: 7

Results for O=C(COc1ccc(Cl)cc1Cl)Nc1ccccc1F ?
APJ antag: -2; ATG4B inh: -3; APJ ag: 3; UBC13 polyUb: -11; Gli-Sufu antag: -50; CCR6 antagonist: -11; EBI2 block: -12; CXCR6 inh: -3

What do the screens show for `CN(C(=O)c1cccc(NC(=O)Cc2ccc(NC(=O)C3CCCN(C(=O)CCc4ccccc4)C3)cc2)c1)C1CCCCC1` (configuration not stated)?
ATG4B inh: -25; Gli-Sufu antag: 18; CCR6 antagonist: 0; EBI2 block: 5; CXCR6 inh: -15

Results for CCc1noc(C)c1C(=O)Nc1ccc(-c2nnc3n2CCCCC3)cc1 ?
APJ antag: 6; ATG4B inh: 3; APJ ag: 3; UBC13 polyUb: 0; Gli-Sufu antag: -4; CCR6 antagonist: 5; EBI2 block: -2; CXCR6 inh: -3

Results for CC(C)(C)Nc1nc(N2CCCC2)nc(N2CCCC2)n1 ?
APJ antag: 26; ATG4B inh: -1; APJ ag: -2; UBC13 polyUb: 14; Gli-Sufu antag: -42; CCR6 antagonist: 9; EBI2 block: 17; CXCR6 inh: -4

Structural class: those above containing bromine
Results for COc1ccc(C(=O)Nc2ccc(N3CCCCC3)cc2)cc1Br ?
APJ antag: -1; ATG4B inh: 16; APJ ag: 0; UBC13 polyUb: 10; Gli-Sufu antag: -36; CCR6 antagonist: 8; EBI2 block: -1; CXCR6 inh: 2

Results for Cc1nc2ccccc2n1C1CCN(CC(=O)Nc2ccccc2Br)CC1 ?
APJ antag: 3; ATG4B inh: -22; APJ ag: 4; UBC13 polyUb: 58*; Gli-Sufu antag: 18; CCR6 antagonist: -1; EBI2 block: 5; CXCR6 inh: -8

Carrying on.
How did Cc1ccccc1OCC(=O)N/N=C/C=C/c1ccccc1 do in these assays?
APJ antag: 8; ATG4B inh: -14; APJ ag: -2; UBC13 polyUb: -6; Gli-Sufu antag: -2; CCR6 antagonist: -1; EBI2 block: 1; CXCR6 inh: -12

Results for Cc1cccc2c(=O)cc(C)n(CC(=O)N3CCOCC3)c12 ?
APJ antag: -10; ATG4B inh: -3; APJ ag: 0; UBC13 polyUb: 0; Gli-Sufu antag: 3; CCR6 antagonist: 9; EBI2 block: -7; CXCR6 inh: 0

How did CCOC(=O)c1sc(NC(=O)c2cccc(S(=O)(=O)N3CCN(C)CC3)c2)cc1C do in these assays?
APJ antag: -2; ATG4B inh: -11; APJ ag: 2; UBC13 polyUb: 6; Gli-Sufu antag: -2; CCR6 antagonist: -19; EBI2 block: -1; CXCR6 inh: -4

How did CCc1ccccc1NC(=S)N(CCN(C)C)C(C)c1cccnc1 (configuration not stated) do in these assays?
APJ antag: -3; ATG4B inh: 0; APJ ag: -4; UBC13 polyUb: 8; Gli-Sufu antag: 0; CCR6 antagonist: 18; EBI2 block: 6; CXCR6 inh: 1

How did O=C(COC(=O)c1ccc(Br)cc1)NCc1ccc(F)cc1 do in these assays?
APJ antag: -10; ATG4B inh: -9; APJ ag: 5; UBC13 polyUb: 7; Gli-Sufu antag: -3; CCR6 antagonist: 14; EBI2 block: 0; CXCR6 inh: -3

Results for O=C(COc1ccc(Cl)cc1Cl)N(c1ccccn1)C1CCCCC1 ?
APJ antag: 9; ATG4B inh: -4; APJ ag: -1; UBC13 polyUb: -1; Gli-Sufu antag: 5; CCR6 antagonist: 8; EBI2 block: 7; CXCR6 inh: -8

Results for CC(CN1CCCC1)OC(=O)c1ccc(Cl)cc1Cl (configuration not stated) ?
APJ antag: 11; ATG4B inh: -1; APJ ag: -1; UBC13 polyUb: 2; Gli-Sufu antag: -12; CCR6 antagonist: 12; EBI2 block: 1; CXCR6 inh: -8

What do the screens show for `CN(c1ccccc1)S(=O)(=O)c1ccc2ccccc2c1`?
APJ antag: 24; ATG4B inh: 7; APJ ag: -4; UBC13 polyUb: 8; Gli-Sufu antag: -17; CCR6 antagonist: 16; EBI2 block: 9; CXCR6 inh: 11

What do the screens show for `O=C(O)C1CCCN1S(=O)(=O)c1cccc2nsnc12` (configuration not stated)?
APJ antag: 12; ATG4B inh: -9; APJ ag: -2; UBC13 polyUb: 2; Gli-Sufu antag: 1; CCR6 antagonist: -2; EBI2 block: 9; CXCR6 inh: -3

What do the screens show for `CCOC(=O)c1ccc(NC(=O)Cn2nnc(-c3ccc(C)cc3)n2)cc1`?
APJ antag: 4; ATG4B inh: -6; APJ ag: -1; UBC13 polyUb: -2; Gli-Sufu antag: -13; CCR6 antagonist: 10; EBI2 block: -3; CXCR6 inh: -6

Results for c1cnc2c(SCc3ccc(-c4nnco4)cc3)cccc2c1 ?
APJ antag: 7; ATG4B inh: -8; APJ ag: 0; UBC13 polyUb: 7; Gli-Sufu antag: -26; CCR6 antagonist: 22; EBI2 block: 6; CXCR6 inh: 12

Results for O=C(COC(=O)c1cc(S(=O)(=O)N2CCOCC2)ccc1Cl)NCc1ccc2c(c1)OCO2 ?
APJ antag: -1; ATG4B inh: -7; APJ ag: -5; UBC13 polyUb: -2; Gli-Sufu antag: 0; CCR6 antagonist: 7; EBI2 block: 5; CXCR6 inh: 8

How did CCS(=O)(=O)N1CCC(C(=O)N2CCOCC2)CC1 do in these assays?
APJ antag: 13; ATG4B inh: 1; APJ ag: -1; UBC13 polyUb: -2; Gli-Sufu antag: 1; CCR6 antagonist: 7; EBI2 block: -13; CXCR6 inh: -10

Results for CSCCC(NC(=O)c1ccccc1)C(=O)NNC(=O)c1csc(N2CCOCC2)n1 (configuration not stated) ?
APJ antag: 1; ATG4B inh: -5; APJ ag: -3; UBC13 polyUb: -1; Gli-Sufu antag: -3; CCR6 antagonist: 7; EBI2 block: -2; CXCR6 inh: -2

What do the screens show for `C/C(=N\Nc1ncc(Cl)cc1Cl)c1ccc(C#N)cc1`?
APJ antag: -1; ATG4B inh: 7; APJ ag: -2; UBC13 polyUb: -6; Gli-Sufu antag: -10; CCR6 antagonist: 9; EBI2 block: 9; CXCR6 inh: 1

How did CCOC(=O)c1cn(CC(=O)Nc2cccc(F)c2)nn1 do in these assays?
APJ antag: 7; ATG4B inh: -8; APJ ag: -3; UBC13 polyUb: 9; Gli-Sufu antag: -4; CCR6 antagonist: 11; EBI2 block: 1; CXCR6 inh: -9

Results for CC(C)Cn1c(SCC(=O)Nc2cccnc2Cl)nnc1-c1ccco1 ?
APJ antag: 5; ATG4B inh: 12; APJ ag: -4; UBC13 polyUb: 1; Gli-Sufu antag: -19; CCR6 antagonist: 6; EBI2 block: 2; CXCR6 inh: 1

How did COc1ccc(C(=O)N(C)C2CCCN(Cc3ccccc3F)C2)cc1C (configuration not stated) do in these assays?
APJ antag: 0; ATG4B inh: 0; APJ ag: -4; UBC13 polyUb: -3; Gli-Sufu antag: 21; CCR6 antagonist: 4; EBI2 block: 5; CXCR6 inh: 0

How did CCNc1nc(NCC)n2c(SCc3ccc(F)cc3)nnc2n1 do in these assays?
APJ antag: 14; ATG4B inh: 2; APJ ag: 0; UBC13 polyUb: 4; Gli-Sufu antag: 3; CCR6 antagonist: -7; EBI2 block: -5; CXCR6 inh: 7

What do the screens show for `c1coc(CN2CN=C(Nc3nc4ccccc4s3)NC2)c1`?
APJ antag: -12; ATG4B inh: -5; APJ ag: 4; UBC13 polyUb: -15; Gli-Sufu antag: -22; CCR6 antagonist: 2; EBI2 block: -4; CXCR6 inh: -19

What do the screens show for `CC(C(=O)NCc1ccccc1)N1CCN(c2ccc(F)cc2)CC1` (configuration not stated)?
APJ antag: -1; ATG4B inh: -11; APJ ag: -2; UBC13 polyUb: 0; Gli-Sufu antag: 2; CCR6 antagonist: 8; EBI2 block: -7; CXCR6 inh: 0

What do the screens show for `CCN(CC)S(=O)(=O)c1ccc(C(=O)NCc2n[nH]c(=S)n2-c2ccc(Cl)c(Cl)c2)cc1`?
APJ antag: 8; ATG4B inh: -15; APJ ag: -4; UBC13 polyUb: -32; Gli-Sufu antag: 3; CCR6 antagonist: 0; EBI2 block: 5; CXCR6 inh: 4

Results for COCCNC(=O)c1onc(CSc2ccccn2)c1C(=O)NCCOC ?
APJ antag: -71; ATG4B inh: -2; APJ ag: -2; UBC13 polyUb: -2; Gli-Sufu antag: -5; CCR6 antagonist: -3; EBI2 block: 2; CXCR6 inh: -3

High-throughput results deposited in PubChem BioAssay by Sanford-Burnham Center for Chemical Genomics.
